Compound activity from PubChem BioAssay.
Polio RdRp inh: poliovirus RdRp elongation inhibitors, primary screen, biochemical, fluorescence polarization, total intensity. Genome polyprotein (Poliovirus type 1 (strain Mahoney)), P03300. poliovirus polymerase elongation; hits give low values. % elongation, % (compound at 16.7 µg/mL). 150,000 tested, 0.66% active. AID 588519, 2011; in the data active = % elongation below about 90%; note: some results filed as inactive read as strong as hits
Target sequence (P03300 1749-2209 limits assumed): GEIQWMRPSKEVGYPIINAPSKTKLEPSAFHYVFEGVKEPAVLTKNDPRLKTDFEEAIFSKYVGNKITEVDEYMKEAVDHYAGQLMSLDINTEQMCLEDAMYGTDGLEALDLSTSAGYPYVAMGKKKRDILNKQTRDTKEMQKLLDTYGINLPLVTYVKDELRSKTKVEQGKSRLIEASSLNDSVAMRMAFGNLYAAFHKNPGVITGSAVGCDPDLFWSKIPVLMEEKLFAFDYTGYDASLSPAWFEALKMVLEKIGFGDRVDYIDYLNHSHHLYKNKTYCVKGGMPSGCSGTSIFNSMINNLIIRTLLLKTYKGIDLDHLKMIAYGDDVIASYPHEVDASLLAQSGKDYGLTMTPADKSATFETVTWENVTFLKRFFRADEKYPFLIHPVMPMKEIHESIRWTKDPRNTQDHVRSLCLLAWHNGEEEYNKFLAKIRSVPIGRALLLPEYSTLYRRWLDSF
Polio RdRp inh FP z-score: second read-out of Polio RdRp inh, no call of its own (marks repeat the call); z-score; measured here: FP z-score; hits read low
* hit, by the source's call; & = joins results of further samples.

Below each SMILES: Polio RdRp inh FP z-score, Polio RdRp inh
COc1cccc(NC(=O)CSC2=Nc3ccccc3C3=NC(CC(=O)NCc4ccccc4OC)C(=O)N23)c1 (configuration not stated)
 : 0, 106.0
CC(C)OCCCNC(=O)CN1C(=O)c2ccccc2Sc2ncccc21
 : 1, 113.0
Cc1ccc(S(=O)(=O)N2CCc3cc(C(=O)NCCc4ccccc4)ccc32)cc1
 : -1.5, 100.0
COc1ccc(NC(=O)CS(=O)CC(=O)NC2CCCc3ccccc32)cc1 (configuration not stated)
 : 0, 102.0
Nn1cnnc1SCC(=O)N(C1CCCCC1)C1CCCCC1
 : 0.3, 102.0
Cc1cc(C)c(NC(=O)C2CCN(S(=O)(=O)c3c(C)noc3/C=C/c3ccccc3F)CC2)c(C)c1
 : -0.5, 105.0
CCCc1nc2ccccc2n1CC(=O)N1N=C(c2ccc(Cl)cc2)CC1c1ccco1 (configuration not stated)
 : 0.7, 109.0
N#C/C(=C1/CCCN1)c1nc(-c2ccccc2)cs1
 : 1.3, 117.0
COC(=O)c1cc(CSc2nnc(NCc3ccccc3)s2)oc1C
 : 0, 103.0
O=C(O)c1cccc(Oc2ccccc2)c1
 : -0.2, 102.0
CCc1ccc(C(=O)Cn2c(N3CCOCC3)nc3ccccc32)cc1
 : -1.1, 98.0
Nc1ccc(C(=O)N/N=C/c2ccccc2)cc1
 : -0.1, 99.0
C/C(=N\NC(N)=S)c1ccc(O)cc1
 : 1.1, 104.0
COc1ccccc1N1CCN(S(=O)(=O)c2ccc3[nH]c4c(c3c2)CCCC4)CC1
 : 0.1, 106.0
CSCCC(C(=O)O)N1C(=O)/C(=C/c2cccnc2)SC1=S (configuration not stated)
 : -0.1, 101.0
CCCN1CCN(CCCNC(=S)Nc2ccc(F)cc2)CC1
 : -0.8, 99.0
CCn1c(CN2CCC(C)CC2)nc2cc(NC(=O)c3cccc([N+](=O)[O-])c3)ccc21
 : -0.1, 102.0
Cc1ccc2c(c1)-c1onc(C(=O)N(C)c3ccc(F)cc3)c1CO2
 : -0.3, 104.0
N#Cc1ccsc1NC(=O)Cc1cccs1
 : 0.7, 105.0
CCCCC/C=C\C[C@@H](O)/C=C/C=C\C/C=C\CCCC(=O)O
 : -0.4&0.2, 100.0&101.0
CCOc1ccccc1NC(=O)N1CCC2(CC1)Oc1ccccc1C(=O)N2Cc1ccccc1F
 : -0.4, 109.0
O=C(Nc1ccc2snnc2c1)NC1CC1
 : 1.3, 105.0
O=c1c(Cl)c(N2CCCC2)cnn1-c1ccccc1
 : -0.4, 100.0
O=C1CS(=O)(=O)C2(C(=O)N(Cc3ccc(F)cc3)c3ccccc32)N1c1cccc(C(F)(F)F)c1 (configuration not stated)
 : 1.1, 111.0
CCc1nnc2c(N3CCN(c4cc(Cl)ccc4C)CC3)nc3ccccc3n12
 : 0.6, 109.0
Cc1ccc(C2N3CC(C)(C)CN23)cc1 (configuration not stated)
 : -0.1, 99.0
Cc1ccc2cc(CCNC(=O)c3ccc(S(=O)(=O)N4CCOCC4)cc3)c(=O)[nH]c2c1C
 : 0.2, 101.0
O=C(CCOc1ccccc1F)N1CCN(c2ccccc2O)CC1
 : 0.1, 102.0
CC(C)(C)c1csc(NC(=O)c2ccncc2)n1
 : -0.4, 101.0
C=C(C)C1CC=C(C)C(=O)C1 (configuration not stated)
 : -0.1, 101.0
Cc1cc(NC(=O)/C(=C/c2cccs2)c2ccsc2)no1
 : 0, 103.0
CNC(=O)C1CCC(Cn2c(=O)c3sccc3n(Cc3ccc(F)cc3)c2=O)CC1 (configuration not stated)
 : 0.6, 109.0
O=C1CCC(C(=O)OCC(=O)N(C2CCCCC2)C2CCCCC2)=NN1
 : 0.6, 105.0
Cc1ccc(CCSc2ccc(Cl)c(Cl)c2)cn1
 : 0.1, 105.0
CCC(=O)N(C)C1CCS(=O)(=O)C1 (configuration not stated)
 : 0.2, 103.0
CN(c1ccc(C(=O)NN=C2CCCC2)cc1)S(=O)(=O)c1ccccc1
 : 0.1, 102.0
CC1=C(C(=O)Nc2ccccc2)C(c2cc(Br)ccc2F)n2ncc(C(=O)Nc3ccccc3)c2N1 (configuration not stated)
 : 0.9, 115.0
Cn1c(=O)cc(OCC(=O)NCCCN2CCCC2)c2ccccc21
 : -0.1, 102.0
Fc1ccc(-c2cc(C(F)(F)F)nc(NC3CCCC3)n2)cc1
 : 0.2, 101.0
O=C(CCNS(=O)(=O)c1ccc2c(c1)CCCC(=O)N2)Nc1cccc(Cl)c1
 : -0.8, 104.0
O=C(O)c1ccc2nc3ccsc3c(=O)n2c1
 : -0.5, 101.0
Cc1cc(=O)[nH]c2c1c(C)nn2C1CCCC1
 : -0.1, 103.0
CCCCn1c(-c2ccccc2)nc(=S)c2c1CCCC2
 : -0.2, 100.0
CC1CC1C(=O)OCC(=O)NCc1ccc(Cl)cc1Cl (configuration not stated)
 : -0.1, 101.0
COc1ccccc1CC(=O)Nc1ccc(-c2nnc(-c3ccccc3)o2)cc1
 : 0.2, 101.0
CCOC(=O)c1cc2c(=O)n3ccccc3nc2n(CC2CCCO2)c1=NC(=O)c1cccc(C(F)(F)F)c1 (configuration not stated)
 : -1.2, 101.0
COc1ccccc1NC(=O)C(C#N)Cc1ccc(C)cc1 (configuration not stated)
 : 0.3, 106.0
NC(=O)C1CCN(CC2CC3C=CC2C3)CC1 (configuration not stated)
 : -0.5, 99.0
Cc1cc(C2N=C(N)Nc3nc4ccccc4n32)c(C)n1-c1cc(C(F)(F)F)ccc1N1CCOCC1 (configuration not stated)
 : 0.3, 103.0
COc1ccc(OCC(O)CNS(=O)(=O)c2cccc(Cl)c2)cc1 (configuration not stated)
 : 0.5, 103.0

Continuation.
Below each SMILES: Polio RdRp inh FP z-score, Polio RdRp inh
O=c1c2c3c(sc2ncn1/N=C/c1cccnc1)CCCC3
 : -0.4, 100.0
Cc1ccc(Cl)cc1N1CCN(C(=O)c2ccc3noc(-c4ccccc4)c3c2)CC1
 : 1.2, 103.0
O=C(Nc1cccnc1)c1c(O)c2ccccc2n(Cc2ccccc2)c1=O
 : 0.6, 104.0
CC(=O)N1CCC(N(CCCOC(C)C)C(=O)Nc2ccc(C)c(C)c2)CC1
 : 0.2, 111.0
O=C(NCCc1ccccc1)Nc1c[nH]c(=O)[nH]c1=O
 : -0.2, 100.0
CCOc1ccc(C(c2c(O)cc(C)n(Cc3ccco3)c2=O)N2CCCCC2)cc1 (configuration not stated)
 : -1.6, 101.0
CC1=CC(C)(C)Nc2ccccc21
 : 0.7, 104.0
CC1(C)CC(=O)C=C(N)C1
 : -0.4, 98.0
Cc1cccc(C(=O)Nc2cc3nn(-c4ccc(C(C)C)cc4)nc3cc2C)c1
 : 0.8, 108.0
CC1CCN(C(=O)c2cc3c(=O)n4ccccc4nc3n2C)CC1
 : 0, 101.0

In another format: 21 of the compounds above
SMILES | Polio RdRp inh FP z-score | Polio RdRp inh
Cc1ccc2cc(CCNC(=O)c3ccc(S(=O)(=O)N4CCOCC4)cc3)c(=O)[nH]c2c1C | 0.2 | 101.0
O=C(CCOc1ccccc1F)N1CCN(c2ccccc2O)CC1 | 0.1 | 102.0
CC(C)(C)c1csc(NC(=O)c2ccncc2)n1 | -0.4 | 101.0
C=C(C)C1CC=C(C)C(=O)C1 (configuration not stated) | -0.1 | 101.0
Cc1cc(NC(=O)/C(=C/c2cccs2)c2ccsc2)no1 | 0 | 103.0
CNC(=O)C1CCC(Cn2c(=O)c3sccc3n(Cc3ccc(F)cc3)c2=O)CC1 (configuration not stated) | 0.6 | 109.0
O=C1CCC(C(=O)OCC(=O)N(C2CCCCC2)C2CCCCC2)=NN1 | 0.6 | 105.0
Cc1ccc(CCSc2ccc(Cl)c(Cl)c2)cn1 | 0.1 | 105.0
CCC(=O)N(C)C1CCS(=O)(=O)C1 (configuration not stated) | 0.2 | 103.0
CN(c1ccc(C(=O)NN=C2CCCC2)cc1)S(=O)(=O)c1ccccc1 | 0.1 | 102.0
CC1=C(C(=O)Nc2ccccc2)C(c2cc(Br)ccc2F)n2ncc(C(=O)Nc3ccccc3)c2N1 (configuration not stated) | 0.9 | 115.0
Cn1c(=O)cc(OCC(=O)NCCCN2CCCC2)c2ccccc21 | -0.1 | 102.0
Fc1ccc(-c2cc(C(F)(F)F)nc(NC3CCCC3)n2)cc1 | 0.2 | 101.0
O=C(CCNS(=O)(=O)c1ccc2c(c1)CCCC(=O)N2)Nc1cccc(Cl)c1 | -0.8 | 104.0
O=C(O)c1ccc2nc3ccsc3c(=O)n2c1 | -0.5 | 101.0
Cc1cc(=O)[nH]c2c1c(C)nn2C1CCCC1 | -0.1 | 103.0
CCCCn1c(-c2ccccc2)nc(=S)c2c1CCCC2 | -0.2 | 100.0
CC1CC1C(=O)OCC(=O)NCc1ccc(Cl)cc1Cl (configuration not stated) | -0.1 | 101.0
COc1ccccc1CC(=O)Nc1ccc(-c2nnc(-c3ccccc3)o2)cc1 | 0.2 | 101.0
CCOC(=O)c1cc2c(=O)n3ccccc3nc2n(CC2CCCO2)c1=NC(=O)c1cccc(C(F)(F)F)c1 (configuration not stated) | -1.2 | 101.0
COc1ccccc1NC(=O)C(C#N)Cc1ccc(C)cc1 (configuration not stated) | 0.3 | 106.0

(cont.)
Below each SMILES: Polio RdRp inh FP z-score, Polio RdRp inh
O=C(O)Cc1c[nH][nH]c1=O
 : -0.5, 101.0
O=S(=O)(NCCSc1nnc(-c2ccco2)n1-c1ccccc1)c1ccccc1
 : -0.3, 99.0
Cc1ccc(C(=O)O/N=C(/c2nonc2N)N(C)C)cc1
 : -0.4, 100.0
COc1ccc(/C=N/N2C(=O)c3ccccc3C2=O)cc1OC
 : 0.3, 103.0
c1ccc2[nH]c(C3CC3)nc2c1
 : 1.4, 104.0
CCN1CCN(CCCNC(=O)c2cnn(-c3ccc(C)cc3)c2C2CCN(C(=O)OC(C)(C)C)CC2)CC1
 : 0.9, 110.0
O=C(Nc1ccc(S(=O)(=O)N2CCCCCC2)cc1)c1cc(=O)c2ccccc2o1
 : 0.7, 111.0
COc1ccc(OC)c(NC(=O)N2CC(C)Oc3ccc(C)cc32)c1 (configuration not stated)
 : -1.2, 100.0
C=CCn1c(Sc2ncnc3sccc23)nc2ccccc2c1=O
 : 0.1, 102.0
O=c1c2ccccc2c(C=Nc2cccc(C(F)(F)F)c2)c(O)n1-c1ccccc1
 : -0.2, 100.0
COc1ccccc1C(=O)OCc1cc(=O)n2nc(-c3cccs3)sc2n1
 : -0.1, 106.0
CCC(=O)Nc1ccc2nc(SCc3ccc(C)cc3)sc2c1
 : 1.3, 112.0
NC(=O)COc1ccc(Br)cc1
 : -0.3, 97.0
CC(=O)N1CCc2c(sc3c2c(=O)n(Cc2ccccc2)c(=O)n3Cc2ccccc2Cl)C1
 : 1.1, 108.0
COc1ccc(S(=O)(=O)Nc2ccc3c(c2)n(C)c(=O)n3C)cc1C(=O)N1CCCCCC1
 : -0.3, 101.0
O=C(NCc1ccco1)c1cc2cc(Br)ccc2oc1=O
 : 0.4, 102.0
C=CCOc1ccc(CNC(C)(C)C)cc1
 : -0.1, 101.0
N#Cc1ccccc1NC(=O)C1=COCCO1
 : -0.3, 100.0
c1ccc(CN2CCC(c3cccs3)=N2)cc1
 : 0.9, 108.0
COc1cccc(C(=O)Nc2ccccc2C(=O)OCc2cc(=O)n3c(C)csc3n2)c1
 : -0.6, 104.0

Single records, from the list above:
`COc1ccc(S(=O)(=O)Nc2ccc3c(c2)n(C)c(=O)n3C)cc1C(=O)N1CCCCCC1` in the list: Polio RdRp inh FP z-score = -0.3; Polio RdRp inh = 101.0
`c1ccc(CN2CCC(c3cccs3)=N2)cc1` in the list: Polio RdRp inh FP z-score = 0.9; Polio RdRp inh = 108.0

(listing goes on)
Below each SMILES: Polio RdRp inh FP z-score, Polio RdRp inh
CC[N+]1(CC(O)COc2ccc(Br)cc2Br)CCOCC1 (configuration not stated)
 : 0.4, 104.0
CCn1cc(CNC(=O)c2cc(-c3ccc(C)cc3)nc3ccc(Br)cc23)c(C)n1
 : 0, 105.0
CCOc1ccc(-c2cnc3ccccc3n2)cc1
 : 0.1, 99.0
Cc1cccc(Cn2c(SCc3ccc(C(=O)NCCc4ccccc4)cc3)nc3ccncc32)c1
 : -0.4, 105.0
CCOCCn1ccc2c(OCC(=O)NC(C)(C)C)cccc2c1=O
 : 1, 105.0
COc1ccc2nc(C)cc(Nc3ccc(Cl)c(Cl)c3)c2c1
 : -0.3, 101.0
COC(=O)c1cc(NC(=O)CNC2CCCCCC2)cc(C(=O)OC)c1
 : -0.5, 97.0
Cc1ccc(-n2c(SCC(=O)N3CCc4ccccc43)nc3c([nH]c4ccccc43)c2=O)cc1
 : -0.4, 105.0
N#Cc1c(NC(=O)c2cc(-c3cccs3)nc3ccccc23)oc(-c2ccco2)c1-c1ccco1
 : -0.1, 98.0
COc1ccc(O)c(C(=O)c2cnn(S(=O)(=O)c3ccc(C)cc3)c2)c1
 : -0.3, 101.0
COc1cccc(C(Nc2ccccn2)c2c(C)[nH]c3ccccc23)c1 (configuration not stated)
 : 0.3, 103.0
COc1ccc(NC(=O)c2nnn(Cc3nc(-c4cc(OC)c(OC)c(OC)c4)oc3C)c2C)cc1
 : -0.8, 103.0
O=C1COc2ccccc2N1Cc1ccccc1Cl
 : -0.6, 100.0
O=C(Cn1ncc2c3ccccc3n(Cc3ccccc3F)c2c1=O)NCCCc1ccccc1
 : 0, 108.0
COc1ccc(NC(=O)C2CCN(S(=O)(=O)c3c(C)noc3/C=C/c3ccco3)CC2)cc1
 : -0.4, 102.0
OC(c1ccccc1)C(F)(F)C1(F)OC(F)(F)C(F)(F)C1(F)F (configuration not stated)
 : 0.6, 101.0
Cc1cc(C(=O)Cn2cnc3sccc3c2=O)c(C)n1-c1ccc2c(c1)OCO2
 : -0.2, 100.0
COc1ccccc1NC(=O)C1=C(C)Nc2c(C(=O)Nc3cccc(C)c3)cnn2C1c1ccccc1Cl (configuration not stated)
 : 0.3, 108.0
CC1CCCCC1NC(=O)COC(=O)c1ccc(N(C)C)cc1 (configuration not stated)
 : -0.4, 100.0
CC1(C)CN=C(NCCNC2=NCC(C)(C)S2)S1
 : 0.3, 101.0

Not all compounds are listed. The share of hits here may be higher or lower than overall.
